SIRT5 inh: sirtuin-5 (human) deacylase inhibition. Q9NXA8. Purified SirT5, succinyl-peptide AMC, trypsin-coupled fluorescence. inhibition, % at 15 µM. actives 1.1% (n = 330,000). AID 652115; in the data active means inhibition above about 15%; inconclusive means no clear call, values can overlap the other calls
Target sequence (Q9NXA8 whole entry, looked up): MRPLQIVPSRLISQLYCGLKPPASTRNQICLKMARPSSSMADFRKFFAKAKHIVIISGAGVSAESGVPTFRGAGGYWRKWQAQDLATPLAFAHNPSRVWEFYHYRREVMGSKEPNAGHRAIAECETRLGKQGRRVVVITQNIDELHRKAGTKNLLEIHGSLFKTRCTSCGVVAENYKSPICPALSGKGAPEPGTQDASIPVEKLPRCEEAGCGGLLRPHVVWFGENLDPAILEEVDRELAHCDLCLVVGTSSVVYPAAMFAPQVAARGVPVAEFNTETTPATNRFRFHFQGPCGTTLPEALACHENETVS
LGR2 antag: blocks bursicon-induced cAMP signaling via Drosophila LGR2; actives 0.35% (n = 380,000); HEK293 LGR2, CRE-luciferase, bursicon-stimulated, 4 h; inhibition, % at 9.99 µM;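 active means drop in luminescence signal, shown as inhibition above about 50% in the replicate tests, limit read from the data, passing the limit was not always enough; inconclusive means probably only some replicates passing the limit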;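 further: agonist challenge used bursicon conditioned medium at about half maximal strength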
DENV2 CPE rescue: inhibitors of DENV2 cytopathic effect. DENV2-infected cells, cytopathic effect rescue, plate reader. CPE inhibition, % at 9.99 µM. actives 1.7% (n = 350,000); in the data active means CPE inhibition above about 20%, passing the limit was not always enough; inconclusive means no clear call, values can overlap the other calls; tested in BHK-21 cells;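 further: 0% = median of neutral control wells and 100% = median of positive control wells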
ARNT TACC3 PPI: ARNT/TACC3 interaction disruption | Q9Y6A5 | AlphaScreen His-ARNT PAS-B/GST-TACC3 binding, luminescence; TACC3 fragment carries E629A point mutation | inhibition, % at 9.99 µM | actives 0.66% (n = 390,000);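 active means mean inhibition of replicates at least 50% and at least half of replicates each reaching 50%; inconclusive means half or more replicates reach 50% but mean below 50%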;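 further: 0% = complete ARNT plus TACC3 wells and 100% = ARNT alone without TACC3; many hits fall short of the cut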
PAX8 inh HTS: PAX8 transcriptional activity inhibition; RMG-I TPO-luciferase reporter, SteadyGlo, 24 h; AID 652154; actives 1.2% (n = 360,000); inhibition, % at 12.6 µM;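 active means mean replicate inhibition at least 60% with every replicate also reaching 60%; inconclusive means only one of the two criteria is met; inactive means mean below 60% and not all replicates reaching 60%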;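 further: luciferase light reporting Pax8 driven TPO promoter activity; plate controls were median of neutral control wells for no effect and mitoxantrone controls for full effect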
Casp6 inh: inhibitors of human caspase-6; purified caspase-6, Z-VEID-R110 cleavage fluorescence; actives 0.53% (n = 350,000); inhibition, % at 12.5 µM;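 active means mean inhibition across replicates at least about 35%, with every replicate also reaching that limit, limit read from the data; inconclusive means only one of the two criteria met; inactive means neither criterion met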;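 further: 0% = median of neutral control wells and 100% = no fluorescence left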
Target sequence (P55212 24-179 limits assumed): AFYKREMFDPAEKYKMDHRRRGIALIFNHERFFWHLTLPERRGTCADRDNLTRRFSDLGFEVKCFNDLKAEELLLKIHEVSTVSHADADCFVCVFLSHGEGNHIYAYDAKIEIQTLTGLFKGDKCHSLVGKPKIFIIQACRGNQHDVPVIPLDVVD
Target sequence (P55212 194-293 limits assumed): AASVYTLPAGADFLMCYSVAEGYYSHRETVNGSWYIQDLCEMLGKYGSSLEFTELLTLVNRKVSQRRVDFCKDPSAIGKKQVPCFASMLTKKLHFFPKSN
EWS-Fli inh: inhibitors of EWS/Fli oncoprotein transcriptional activity; AID 651661; inhibition, % at 12.6 µM; A673 NR0B1-luciferase reporter, viability-normalised; actives 0.67% (n = 350,000);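 active means mean inhibition of at least 50% after viability correction, with every replicate also passing that limit; inconclusive means mean reaches 50% but only one of two replicates passes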;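 further: firefly luciferase signal divided by Alamar Blue viability fluorescence both relative to DMSO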
* = called active by the depositor; ? = inconclusive; · = not tested or not shown.

SMILES	SIRT5 inh	LGR2 antag	DENV2 CPE rescue	ARNT TACC3 PPI	PAX8 inh HTS	Casp6 inh	EWS-Fli inh
O=C(Nc1ccc(F)cc1)c1ccc(S(=O)(=O)N2CCOCC2)o1	-3	0	-2	·	30	1	11
O=C(CSc1nnc(CNC(=O)c2ccco2)o1)Nc1ccccc1	0	5	-4	0	-20	0	9
O=C(CCN1CCC2CCC(C2)C1)c1ccccc1 (stereo unspecified)	-3	-6	0	-2	21	0	-8
O=C(COc1ccc(S(=O)(=O)N2CCOCC2)cc1)NCCc1ccc(Cl)cc1	·	·	-7	·	5	-5	-7
Nc1sc2c(c1C(=O)NC1CC1)CCCC2	1	-4	-3	10	-7	14	-4
O=S(=O)(SC1=NCCN1)c1ccccc1	-2	-4	-5	2	4	-2	-4
CCCNC(=O)N1[C@@H](CO)[C@@H](c2ccccc2)C12CN(CCC(F)(F)F)C2	-3	3	1	·	-1	·	-3
Cc1cc(OCC(=O)OCC(=O)NC2CCCC2)ccc1Cl	-4	2	-9	·	9	0	-3
CC(=O)/C(=N/Nc1cccc(Cl)c1)Sc1nnc(C(O)c2ccccc2)n1-c1ccccc1 (stereo unspecified)	-3	-21	-2	·	-5	2	13
O=C1C(=O)N(C2CCS(=O)(=O)C2)C(c2cccc(O)c2)/C1=C(/O)c1ccc(Cl)cc1 (stereo unspecified)	1	2	3	-5	9	3	·
C/C=C/c1ccc([C@H]2[C@@H](CO)N(C(=O)C3CCC3)C23CN(C(=O)NC(C)C)C3)cc1	-6	-31	10	·	·	1	-5
COc1cccc(-c2nnc(NC(=O)C3CCCCC3)o2)c1	0	1	?	29	31	0	-22
COc1ccccc1-c1ccc([C@H]2[C@@H](CO)N3CCCCN(C(=O)CN4CCOCC4)C[C@@H]23)cc1	·	-2	·	2	5	·	1
CCCCNC(=S)N(Cc1c(C)noc1C)c1ccccc1	-4	·	-1	-5	13	-2	-3
Cc1cn([C@H]2C[C@H](O)[C@@H](CCC(=O)NCc3ccc(N(C)C)cc3)O2)c(=O)[nH]c1=O	-3	2	0	·	-17	1	-6
COc1ccc(C#Cc2ccc3c(c2)[C@H]2[C@H](CCN2C(C)=O)[C@@H](CO)N3C)cc1	·	-19	3	7	-33	·	-13
COc1ccc(S(=O)(=O)NCCC(=O)OCc2cc(=O)oc3cc(C)ccc23)cc1[N+](=O)[O-]	-4	7	-5	1	4	7	-4
CC1CCC(NC(=O)c2nn(C)c3c2CS(=O)(=O)c2ccccc2-3)CC1 (stereo unspecified)	0	7	-2	-6	12	10	-2
CO[C@@H]1CN(C)C(=O)c2ccc(NC(=O)c3ccc4c(c3)OCO4)cc2OC[C@H](C)N(CC2CC2)C[C@@H]1C	·	-10	-8	7	2	-2	-5
Cc1nccn1CC(=O)c1ccccc1	0	5	-4	·	4	·	0
O=C(Nc1ccc2c(c1)OCO2)C(=O)c1c[nH]c2ccccc12	-3	-59	8	-1	-185	0	-29
CS(=O)(=O)Oc1ccc(Br)cc1/C=C1/N=C(c2ccco2)OC1=O	·	3	·	-12	8	·	·
COc1cc(S(=O)(=O)N2CCCCC2)ccc1NC(=O)c1ccncc1	-2	-3	3	2	-11	3	7
CN1CCN(c2cc(CNC[C@H]3O[C@@H](n4cnc5c(=O)[nH]c(N)nc54)[C@H](O)[C@@H]3O)ccc2F)CC1	-4	14	-8	·	7	54*	1
C[C@@H]1CN([C@@H](C)CO)C(=O)c2cccc(NC(=O)C3CCCCC3)c2O[C@@H]1CN(C)Cc1ccc(Oc2ccccc2)cc1	3	0	1	0	·	-2	-4
COc1ccc(S(=O)(=O)N2CCC(C(=O)N[C@H](C(=O)NCc3ccco3)C(C)C)CC2)cc1	-2	-2	-2	·	-5	-1	9
COC(=O)C1=C(C)N(Cc2ccc(C(F)(F)F)cc2)C(=NCc2ccc(C(F)(F)F)cc2)NC1c1ccc(F)cc1 (stereo unspecified)	·	9	-7	·	8	-2	?
CC(=O)N(C)C[C@@H]1Oc2ncc(C#CC(C)(C)O)cc2C(=O)N([C@H](C)CO)C[C@@H]1C	2	0	7	-13	·	3	-6
CO[C@@H]1CN(C)C(=O)c2ccc(NS(=O)(=O)c3cccc(Cl)c3)cc2OC[C@@H](C)NC[C@H]1C	6	-3	1	-4	-9	0	2
COc1ccc(CNC(=O)COC(=O)CCS(=O)(=O)c2ccc(C)cc2)cc1OC	4	3	-2	-4	-8	-3	-2
CCOc1ccccc1NC(=O)C(NCC1(N2CCCCC2)CCCCC1)c1ccccc1 (stereo unspecified)	-8	8	6	-4	20	1	23
CCN(CC(=O)Nc1sc2c(c1C#N)CCC(C)C2)CC(=O)NC1CCS(=O)(=O)C1 (stereo unspecified)	-5	-19	4	-3	-19	6	-22
Cc1noc(C)c1S(=O)(=O)N(C)C[C@H]1Oc2ccc(NS(C)(=O)=O)cc2CC(=O)N([C@H](C)CO)C[C@H]1C	6	10	-5	-46	-43	1	1
C[C@H]1CCCCO[C@@H](CN(C)S(=O)(=O)c2cccs2)[C@@H](C)CN([C@@H](C)CO)C(=O)c2cc(NS(=O)(=O)c3ccccc3)ccc2O1	5	5	5	2	-2	0	4
CCCCn1c(N)c(N(CCOC)C(=O)c2ccc3c(c2)C(=O)N(c2ccccc2Cl)C3=O)c(=O)[nH]c1=O	0	5	-1	15	-3	2	-4
CCCC(=O)Nc1ccc2c(c1)C(=O)N(C)C[C@@H](OC)[C@H](C)CN(S(=O)(=O)c1cn(C)cn1)[C@@H](C)CO2	-1	-4	-3	-15	2	2	-4
C[C@@H]1CCCCO[C@H](CN(C)S(=O)(=O)c2cn(C)cn2)[C@@H](C)CN([C@@H](C)CO)C(=O)c2cc(NC(=O)Nc3ccc(C(F)(F)F)cc3)ccc2O1	·	7	-9	-1	-16	·	-3
NCCCCCC(=O)N/N=C/c1ccc2nccnc2c1	-2	-1	1	9	-19	-172	4
COc1ccc(CCN2C(=O)CC(Cc3ccccc3)C2=O)cc1OC (stereo unspecified)	2	1	-1	-29	14	2	0
CC1CN(CC(O)COC(c2ccccc2)c2ccccc2)CC(C)O1 (stereo unspecified)	·	·	-8	-5	120*	-1	10
C[C@H]1CN([C@@H](C)CO)C(=O)c2cccc(NC(=O)c3ccncc3)c2O[C@H]1CN(C)S(=O)(=O)c1cn(C)cn1	-1	17	2	-7	·	5	-2
CC(C)NC(=O)N(C)C[C@H]1Oc2ncc(-c3cccc(C#N)c3)cc2C(=O)N([C@@H](C)CO)C[C@H]1C	-5	6	2	1	·	2	-9
COC(=O)c1c(C(=O)OC)c(-c2ccc(OC)cc2)n2c1CS(=O)C2 (stereo unspecified)	-1	-4	1	-12	4	0	9
C[C@H](CO)N1C[C@H](C)[C@@H](CN(C)C(=O)Nc2ccc(F)cc2)OCCCC[C@H](C)Oc2ccc(NC(=O)NC3CCCCC3)cc2C1=O	0	29	?	-5	16	1	14
COCCNC(=O)[C@H](CSCc1ccccc1)N1Cc2ccccc2C1=O	0	25	2	-6	6	-3	-1
O=C(NC(=S)N1CCN(c2ccc(C(F)(F)F)cc2[N+](=O)[O-])CC1)c1cccs1	·	11	·	11	19	·	4
CCNc1c(NS(=O)(=O)c2ccc(Cl)s2)c(=O)oc2ccccc12	-2	-4	2	-6	2	4	-17
CCCCn1c(N)c(N(C)C(=O)c2cn(-c3ccccc3)nc2-c2ccccc2)c(=O)[nH]c1=O	-9	-11	?	-4	5	0	-5
C[C@@H]1CN([C@@H](C)CO)S(=O)(=O)c2ccc(C#Cc3ccccc3)cc2O[C@H]1CN(C)C(=O)c1ccccn1	-2	-14	?	-4	55	-5	16
CCSc1ncnc2sc(C)c(C)c12	·	-2	·	10	4	·	·
COc1ccc(N(CC(=O)NCc2ccc(F)cc2)C(=O)CCC(=O)Nc2nccs2)cc1	-1	39	-5	-3	-11	-3	8
CN(C)c1ccc(NC(=O)CCCCCn2nnc3ccccc3c2=O)cc1	-3	-7	4	-5	21	0	1
Cc1ccc(S(=O)(=O)N(C)C[C@H]2Oc3ccc(NS(C)(=O)=O)cc3C(=O)N([C@H](C)CO)C[C@H]2C)cc1	-1	-4	-2	-6	·	0	1
CCOc1ccc(CCNC(=O)CCCn2nc(C)c3c(C)n(-c4ccccc4)nc3c2=O)cc1	-2	-7	?	0	32	3	·
O=C1NN(c2ccc(Cl)cc2)C(=O)/C1=C\c1ccc(-c2cccc(C(=O)O)c2)o1	28*	·	-5	-15	-4	73*	-11
N#C[C@H]1[C@H](c2ccc(-c3cccc(F)c3)cc2)[C@@H](CO)N1C(=O)CN1CCOCC1	1	7	?	·	-5	1	-3
O=C(NCc1ccc(Cl)cc1)C1CCC(CNc2c(N3CCCC3)c(=O)c2=O)CC1 (stereo unspecified)	-4	2	2	4	2	-2	-3
Nc1ccn([C@@H]2O[C@H](C(=O)N[C@H](Cc3ccccc3)C(=O)Nc3ccc4scnc4c3)[C@@H](O)[C@H]2O)c(=O)n1	-3	-6	4	·	-16	1	-7
COc1ccc(Cn2nnnc2CN2CCCCCC2)cc1	-4	-20	-1	1	13	-6	-1
C[C@@H]1CN([C@@H](C)CO)C(=O)c2cccc(NC(=O)Nc3ccc(C(F)(F)F)cc3)c2O[C@@H]1CN(C)CC1CC1	-4	16	9	20	46	-1	0

Complete entries as entered above. Values in the order: SIRT5 inh, LGR2 antag, DENV2 CPE rescue, ARNT TACC3 PPI, PAX8 inh HTS, Casp6 inh, EWS-Fli inh
`C[C@@H]1CCCCO[C@H](CN(C)S(=O)(=O)c2cn(C)cn2)[C@@H](C)CN([C@@H](C)CO)C(=O)c2cc(NC(=O)Nc3ccc(C(F)(F)F)cc3)ccc2O1` as listed: ·, 7, -9, -1, -16, ·, -3
`CCCNC(=O)N1[C@@H](CO)[C@@H](c2ccccc2)C12CN(CCC(F)(F)F)C2` as listed: -3, 3, 1, ·, -1, ·, -3

Continued.
SMILES	SIRT5 inh	LGR2 antag	DENV2 CPE rescue	ARNT TACC3 PPI	PAX8 inh HTS	Casp6 inh	EWS-Fli inh
COc1ccc2nc(Nc3nc4ccc(NC(C)=O)cc4s3)sc2c1	-6	-6	1	-3	-10	-3	-3
O=C1c2ccccc2C(c2nnnn2Cc2ccccc2)N1Cc1ccco1 (stereo unspecified)	15*	-28	-5	·	-5	2	5
N#Cc1ccc(-c2ccc([C@@H]3[C@H]4CN(C(=O)C5CC5)CC(=O)N4[C@H]3CO)cc2)cc1	-4	14	-3	·	4	-1	9
COc1ccc(/C=C/c2c(-c3ccc(OC)cc3)oc3ccccc23)cc1	-7	-63	-3	-18	10	0	-18
Cc1ccc(N2N=C(C(=O)O)CCC2=O)cc1Cl	-3	10	-2	-9	9	-1	9
Cc1cc(C(C)(C)C)ccc1OCC(=O)N/N=C\c1c(C)n(C)n(-c2ccccc2)c1=O	1	-1	-4	·	-3	-1	8
COC(=O)c1cc2c(c3c4cc(OC)ccc4n(S(=O)(=O)c4ccc(F)cc4)c13)C(=O)N(Cc1ccccc1)C2	·	1	11	·	11	-14	15
COCC(=O)N1[C@@H]2CNc3ccccc3[C@@H]2[C@@H]1CO	-1	-11	-1	-2	-6	-2	-5
O=C(Cc1ccccn1)N[C@@H]1CC[C@@H](CCn2cc(-c3ccccc3)nn2)O[C@H]1CO	-2	5	-6	-3	99*	2	3
Cn1cnc(S(=O)(=O)N[C@H]2CC[C@@H](CC(=O)N3CCN(c4ccccc4)CC3)O[C@H]2CO)c1	-3	2	-5	12	-5	-1	-9
Cc1cccc(OCC(=O)NCCNC(=O)c2ccncc2)c1	-7	0	7	-4	0	2	-1
O=C1c2ccccc2C(=O)N1CCOc1ccccc1Br	-8	-72	-11	-3	-103	-1	-67
O=S(=O)(c1ccc(Br)cc1)N1CCC2(CC1)OCCO2	0	8	13	-6	·	-4	5

Quoted at random: four records from the list, in no set order.
SMILES	SIRT5 inh	LGR2 antag	DENV2 CPE rescue	ARNT TACC3 PPI	PAX8 inh HTS	Casp6 inh	EWS-Fli inh
CO[C@@H]1CN(C)C(=O)c2ccc(NC(=O)c3ccc4c(c3)OCO4)cc2OC[C@H](C)N(CC2CC2)C[C@@H]1C	·	-10	-8	7	2	-2	-5
NCCCCCC(=O)N/N=C/c1ccc2nccnc2c1	-2	-1	1	9	-19	-172	4
COc1cccc(-c2nnc(NC(=O)C3CCCCC3)o2)c1	0	1	?	29	31	0	-22
CN1CCN(c2cc(CNC[C@H]3O[C@@H](n4cnc5c(=O)[nH]c(N)nc54)[C@H](O)[C@@H]3O)ccc2F)CC1	-4	14	-8	·	7	54*	1

From PubChem
